# LYP inhibition: inhibitors of LYP phosphatase, biochemical, fluorescence intensity, uHTS (AID 1779). recombinant LYP phosphatase, fluorescence intensity; higher % means a stronger effect. inhibition, % at 11.5 µM; hits with a dose series show IC50 in µM. 290,000 compounds, 0.054% hits; in the data active means inhibition above about 50%;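 further: plate controls were vehicle with enzyme for no effect and no enzyme for full effect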
# * hit, by the source's call. The list is partial; the hit share may differ from the screen's.
SMILES,LYP inhibition
CC(=O)Nc1ccc(SCC(=O)c2ccc(Br)s2)cc1,-0.5%
COCC1CCCCN1C(=O)C1CCN(c2nc(-c3ccccc3)nc3c2CCC3)CC1 (configuration not stated),-1.2%
COc1ccc(NC(=O)c2ccccc2Cl)c(NC(=O)c2ccco2)c1,-11.2%
COc1ccc(NS(=O)(=O)c2cc(NC(=O)c3ccc(=O)[nH]c3)ccc2N2CCCC2)cc1,-1.8%
O=[N+]([O-])c1cccc(S(=O)(=O)Nc2ccc(S(=O)(=O)N3CCCC3)cc2)c1,-9.6%
Cc1cc(C)n(C(=O)Cn2nc(C)c(Br)c2C)n1,-0.1%
Cc1cc(C)n(C(=O)CNC(=O)c2ccc(Cl)cc2Cl)n1,-5.3%
CCCCNC(=O)N(O)C1N(/N=C/c2ccccc2OC)C(=S)SC1(C)C (configuration not stated),-1.3%
COc1ccc(C(=O)NCC(=O)N2CCN(c3ccc(F)cc3)CC2)cc1,-6.9%
COc1cc(OC)c(C(=O)NC23CC4CC(CC(C4)C2)C3)cc1OC,-3.8%
CCc1ccc(N2CC(C(=O)N3CCCCCC3)CC2=O)cc1 (configuration not stated),-6.0%
CC(=O)Oc1ccc(OC(C)=O)c(S(=O)(=O)c2ccc(C)c(C)c2)c1,-4.9%
O=S1(=O)[C@H]2C[C@@H]3C=C[C@@]2(CN1Cc1cccc(C(F)(F)F)c1)O3,-10.2%
COc1cc(/C=N/NC(=O)c2cccc(N3CCCC3=O)c2)ccc1O,0.0%
CCc1ccc(OCc2cccc(C(=O)N/N=C\c3cnn(C)c3C)c2)cc1,-1.9%
C/C(=N\NC(N)=S)C1=CCC2C3CC[C@H]4CC(O)CC[C@]4(C)C3CC[C@]12C (some centres not stated),-1.8%
CC(=O)C(Sc1nnnn1-c1ccc(O)cc1)c1ccccc1 (configuration not stated),-3.1%
CCN(CC)CCN(Cc1cc2cc3c(cc2[nH]c1=O)OCCO3)C(=S)NCC(C)C,-10.8%
CCCNC(=O)C1CCC(CNS(=O)(=O)c2cccc3nsnc23)CC1 (configuration not stated),-11.0%
CCN(CC)S(=O)(=O)c1cc(C(=O)Nc2cc(C)on2)c(Cl)cc1Cl,-6.7%
Cc1ccc(NC(=O)c2cc(S(=O)(=O)N3CCOCC3)cn2C)c(C)c1,-14.6%
C/C(=N\NC(=O)C1CC1)c1ccc(C(C)(C)C)cc1,-7.5%
COc1cc(CN2CCNC(=O)C2CC(=O)N(C)CCCN2CCOCC2)cc(OC)c1 (configuration not stated),-1.7%
COc1cccc(OCC(=O)N(C)Cc2nc(-c3cccc(C)c3)no2)c1,-4.7%
O=C1c2ccccc2NC(c2cccc([N+](=O)[O-])c2)N1O (configuration not stated),-7.1%
COc1cccc2cc(C(=O)NCc3ccc(F)cc3)c(=N)oc12,-4.9%
Cc1cc(CNC(=O)C2CCC(=O)N(Cc3cccc(C(F)(F)F)c3)C2)no1 (configuration not stated),-7.0%
Cc1[nH]c(-c2ccc(F)cc2)cc1C(=O)N1CCN(c2ccccc2F)CC1,-1.1%
O=C(NCc1ccccc1)C(c1ccc(F)cc1)N(C(=O)c1csnn1)c1ccccc1 (configuration not stated),-9.3%
CCCOc1cccc(C2C(C(=O)c3cc4ccccc4o3)=C(O)C(=O)N2c2cc(C)on2)c1 (configuration not stated),-5.4%
CCOc1cc(C(=O)Nc2cc3c(cc2N2CCOCC2)n(C)c(=O)n3C)cc(OCC)c1OCC,-14.9%
CCCCc1nc2c(C)c(N)cnc2n1Cc1cccc([N+](=O)[O-])c1,-9.2%
COc1ccc(CC(=O)N/N=C(\C)c2cccs2)cc1OC,-5.3%
Cc1cc(-c2nnc(CCC(=O)NCc3cccc(C(F)(F)F)c3)o2)no1,-6.8%
NC(=O)C1CCN(C(=O)Cc2ccc(-c3ccccc3)cc2)CC1,-2.6%
CCCn1c(C(C)Nc2nc(-c3cc(Cl)c(N)c(Cl)c3)cs2)nc2cc(Cl)c(N3CCCCC3)cc21 (configuration not stated),1.4%
CC1CCN(S(=O)(=O)c2ccc3c(c2)oc(=O)n3C)CC1,-6.6%
COCCN1CCN(C(=O)c2cc(COc3cncc(Cl)c3)on2)CC1,-8.6%
CCN(Cc1ccccc1)S(=O)(=O)c1c(C)[nH]c(C)c1C(=O)N1CCCCC1,-10.6%
COCCCn1c(C(=O)N2CCOCC2)cc2c(=O)n3ccccc3nc21,-22.4%

# Some of the entries above in another layout.
CCCCc1nc2c(C)c(N)cnc2n1Cc1cccc([N+](=O)[O-])c1
  LYP inhibition: -9.2%
COc1ccc(CC(=O)N/N=C(\C)c2cccs2)cc1OC
  LYP inhibition: -5.3%

# (further entries)
SMILES,LYP inhibition
COc1ccccc1C(CNc1ncccc1[N+](=O)[O-])N(C)C (configuration not stated),-5.0%
O=C(Nc1ccc(OC(F)(F)F)cc1)C1CCCN(S(=O)(=O)c2cnc[nH]2)C1 (configuration not stated),-13.4%
Cc1c(C(=O)NC(=S)Nc2cccnc2)cccc1[N+](=O)[O-],-5.8%
O=C1C2C3CCC(C3)C2C(=O)N1c1ccc2ccccc2c1 (configuration not stated),-10.4%
CCCOc1ccc(C(C)=O)cc1Cc1c(O)nc(SC)[nH]c1=O,-5.5%
O=C(CNC(=O)C1CCCCC1)OCC(=O)c1ccc(Br)cc1,-2.2%
O=C(CC1C(=O)NCCN1Cc1ccccc1C(F)(F)F)NC1CCCCC1 (configuration not stated),-4.4%
COc1ccc(CCNC(=O)C(=O)c2c(C)n(C)c3ccccc23)cc1OC,-7.0%
Cc1ccc(C(=O)c2coc3ccc(O)cc23)cc1,-7.4%
CC1(c2ccc(NC(=O)c3ccccc3F)cc2)CC1(Cl)Cl (configuration not stated),-5.6%
COc1ccc(OC)c(CNc2ncc(-c3ccc(F)cc3)n2C)c1,-8.7%
CC(OC(=O)CNC(=O)c1ccc2ccccc2c1)C(=O)NC1CCCCC1C (configuration not stated),-7.1%
COC(=O)C1CN(C(=O)c2cccc(OC(F)F)c2)c2ccccc2O1 (configuration not stated),-4.9%
CCCN1CCN(CCCNC(=O)c2cc3c(s2)-c2c(C)cccc2OC3)CC1,-41.1%
COc1ccc(CN2CCN(Cc3ccc(CO)o3)CC2CCO)cc1C (configuration not stated),-2.0%
Cn1cc(S(=O)(=O)N2CCCC2)cc1C(=O)NCCc1ccccc1,-8.7%
Cc1cc(=O)n2[nH]c(C(F)(F)F)c(-c3ccccc3)c2n1,-8.7%
CCn1c(SCC(=O)NC2CC2)nnc1C(C)Oc1ccccc1 (configuration not stated),-3.6%
CN(C(=O)COc1ccc2c(-c3ccccc3)cc(=O)oc2c1)C1CCS(=O)(=O)C1 (configuration not stated),-2.9%
Cc1nc(CNC(=O)CC2C(=O)NCCN2Cc2ccc(F)cc2)cs1 (configuration not stated),-13.0%

# Part of the list above in order of molecular weight, largest number first.
SMILES,LYP inhibition
CCCN1CCN(CCCNC(=O)c2cc3c(s2)-c2c(C)cccc2OC3)CC1,-41.1%
CC(OC(=O)CNC(=O)c1ccc2ccccc2c1)C(=O)NC1CCCCC1C (configuration not stated),-7.1%
O=C(CNC(=O)C1CCCCC1)OCC(=O)c1ccc(Br)cc1,-2.2%
CCn1c(SCC(=O)NC2CC2)nnc1C(C)Oc1ccccc1 (configuration not stated),-3.6%
COc1ccc(OC)c(CNc2ncc(-c3ccc(F)cc3)n2C)c1,-8.7%
Cc1c(C(=O)NC(=S)Nc2cccnc2)cccc1[N+](=O)[O-],-5.8%
O=C1C2C3CCC(C3)C2C(=O)N1c1ccc2ccccc2c1 (configuration not stated),-10.4%

# (next part)
SMILES,LYP inhibition
Cc1cc(C)cc(-n2ncc3c2CCCC3NC(=O)c2csnn2)c1 (configuration not stated),-5.6%
Cn1cc([N+](=O)[O-])c(C(=O)NC2CCCC2)n1,-16.0%
Cc1cccc(-c2noc(CN(C)C(=O)c3ccoc3C)n2)c1,-6.4%
CC(C)(C)c1ccc(OCCC(=O)NCCc2ccc(S(N)(=O)=O)cc2)cc1,-3.2%
Cc1ccc(C(=O)N(CC(=O)NC2CCCC2)c2ccc(F)cc2)s1,-4.1%
COc1cc(CN2CCc3c([nH]c4ccccc34)C2)cc(OC)c1,-6.8%
COc1ccc(C(=O)Nc2ccc3c(c2)OCCO3)cc1Br,-4.3%
C=CCNC(=O)C(C)N1c2cccc3cccc(c23)S1(=O)=O (configuration not stated),-7.7%
Cc1cc(C)c2c(=O)[nH]c(SCC(=O)Nc3ccc(Br)cc3)nc2n1,-4.3%
COc1ccc(-c2nc(CS(=O)CC(=O)NCCc3ccc(OC)c(OC)c3)c(C)o2)cc1 (configuration not stated),-11.2%
Cc1ccc(CN2C(=O)C3CCCN3c3ncccc32)cc1 (configuration not stated),-7.8%
O=C(Nc1ccc2c(c1)OCO2)Nc1ccccc1F,-7.2%
Cc1ccc(OCc2nnc(SCC(=O)N3C(C)CCCC3C)o2)cc1 (configuration not stated),4.0%
CSc1ncccc1C(=O)N1CCN(S(=O)(=O)c2cc(C)ccc2C)CC1,-2.6%
Clc1ccc(OCCCNCc2ccccc2)c2ccccc12,-6.6%
COc1ccccc1N1CCN(C(=O)CCNS(=O)(=O)c2cc(Br)cnc2N)CC1,-5.4%
Cc1ccc(C(=O)OC(C)CN2C(C)CCCC2C)cc1 (configuration not stated),-9.4%
CC(=O)c1ccc(N(C(=O)CNC(=O)c2ccco2)C(C(=O)NC2CCCC2)c2ccc(C)o2)cc1 (configuration not stated),-4.8%
CC(NC(=O)COc1ccc(-c2ccccc2)cc1)C1CCCO1 (configuration not stated),-5.7%
COc1ccc2cc(C(=O)C3CCCN(C(=O)c4cncs4)C3)ccc2c1 (configuration not stated),-11.5%

# 4 entries picked at random from the list so far, as already listed:
SMILES,LYP inhibition
O=S1(=O)[C@H]2C[C@@H]3C=C[C@@]2(CN1Cc1cccc(C(F)(F)F)c1)O3,-10.2%
O=C(CC1C(=O)NCCN1Cc1ccccc1C(F)(F)F)NC1CCCCC1 (configuration not stated),-4.4%
O=C1c2ccccc2NC(c2cccc([N+](=O)[O-])c2)N1O (configuration not stated),-7.1%
Cc1cccc(-c2noc(CN(C)C(=O)c3ccoc3C)n2)c1,-6.4%

# Going on with the list.
SMILES,LYP inhibition
COc1ccc(C)cc1S(=O)(=O)N1CCCC(C(=O)N2CCOCC2)C1 (configuration not stated),-5.9%
Cc1nn2c(N)c(-c3ccccc3)cnc2c1-c1ccccc1,-6.4%
Cc1cc(NC(=O)Cn2nnc(-c3ccccc3NC(=O)c3ccccc3F)n2)no1,-11.3%
CC1CCCCC1NC(=O)c1ccncc1 (configuration not stated),-7.2%
CC(OC(=O)c1ccc(S(=O)(=O)N2CCCCC2)cc1)C(=O)NC1CCCCC1C (configuration not stated),-9.5%
C=CCn1nnnc1SCC(=O)Nc1ccc(C(=O)OC)cc1,-8.6%
CC1=C(C(=O)Nc2ccc(C(=O)NCCCN3CCCCC3)cc2)SCCO1,-7.2%
O=C(CN1CCN(c2ccccn2)CC1)Nc1ccc(F)cc1F,-11.2%
Nc1nonc1-n1nnc(C(=O)N/N=C/c2c[nH]c3ccccc23)c1-c1ccccc1,-1.5%
CCCCOc1ccccc1C1NC(=O)CCC1[N+](=O)[O-] (configuration not stated),0.4%
O=C(Nc1ccc(Oc2cccnc2)cc1)C1CCN(Cc2ccc(F)cc2)CC1,-7.3%
O=C1[C@H]2[C@@H](c3ccc(F)cc3)N3C(=O)N(c4cccc(Cl)c4)C(=O)[C@@]3(Cc3ccc(Cl)cc3)[C@H]2C(=O)N1C1CCCCC1,-6.7%
O=C(O)c1cc(-c2ccccc2Cl)n(-c2ccccc2)n1,-1.0%
O=C(NC(=S)Nc1cccnc1Cl)c1ccc(Cl)cc1,2.2%
O=C(Nc1ccc(N2CCOCC2)cc1)c1cccc2ccccc12,-7.0%
COc1cc(C2/C(=C(\O)c3ccc4c(c3)CC(C)O4)C(=O)C(=O)N2c2nnc(C)s2)cc(OC)c1OC (configuration not stated),-0.1%
O=C(c1cccc(Oc2c(Cl)cccc2[N+](=O)[O-])c1)N1CCOCC1,-3.8%
O=C(Nc1ccc([N+](=O)[O-])cc1)N1CCc2ccccc2C1,-9.4%
Cn1c(Cc2ccc(Cl)cc2)nnc1SCC(=O)NC1CC1,-3.1%
O=C(NNC(=O)c1ccccc1F)c1ccc2nc[nH]c2c1,-9.9%
CCCOc1ccccc1Cn1c(=O)oc2ccccc21,-3.0%
Cc1cccc(Cn2cnc3c(sc4nc(C)cc(C)c43)c2=O)c1,-6.2%
COc1ccc(NS(=O)(=O)c2cc3c(cc2C)N(C(C)=O)CCO3)cc1OC,-9.6%
CCCCn1nnnc1SCC(=O)NC1CCCCC1,-9.1%
O=C(CCC(=O)N(CC(=O)NC1CCCC1)Cc1ccccc1)Nc1nccs1,-10.6%
Cc1nn(-c2ccc(N3CCCCC3)nn2)c(C)c1CCC(=O)Nc1cc(F)ccc1F,-7.3%
CN(C)c1ccc(/C=N/N(CCC(=O)NC(C)(C)C)C2=NS(=O)(=O)c3ccccc32)cc1,-4.7%
NS(=O)(=O)c1ccc(NC(=O)CN2CCN(S(=O)(=O)c3ccc(F)cc3)CC2)cc1,-6.6%
Cc1ccc2cc(NC(=O)CC(CC(=O)O)c3ccccc3)ccc2n1 (configuration not stated),-3.8%
Cc1ccc(Cl)cc1NC(=O)c1cc(NC(=O)C2CCCCC2C(=O)O)ccc1N1CCOCC1 (configuration not stated),-2.0%
CCNC(=O)C1CCCN1C(=O)C(CCCN=C(N)N)NC(=O)C(CC(C)C)NC(=O)C(Cc1cn(Cc2ccccc2)cn1)NC(=O)C(Cc1ccc(O)cc1)NC(=O)C(CO)NC(=O)C(Cc1c[nH]c2ccccc12)NC(=O)C(Cc1cnc[nH]1)NC(=O)C1CCC(=O)N1 (configuration not stated),-3.4%
COc1ccc(-c2nc(CS(=O)CC(=O)NCCCN3CCOCC3)c(C)o2)cc1OC (configuration not stated),-3.8%
COc1ccc(-c2ccc(SCC(=O)N3CC(=O)Nc4ccccc43)nn2)cc1,-4.3%
Cc1cc(C)n(C(C)CC(=O)Nc2ccc3c(c2)OCO3)n1 (configuration not stated),-8.3%
COc1cc(C(=O)N2CCN(C3CCCCC3)CC2)cc(OC)c1OC,-9.1%
Nc1ncc2c(n1)CCN(c1ccc([N+](=O)[O-])cc1)C2,-6.7%
O=C(CCc1nnc(-c2ccc3c(c2)OCO3)o1)NCCc1ccccc1F,-10.3%
CC1CCC(NC(=O)CCCCn2c(=O)[nH]c3ccsc3c2=O)CC1 (configuration not stated),-4.2%
COc1ccccc1C(=O)Nc1ccc2c(c1)n(C)c(=O)n2C,-6.4%

# Bioassay records (PubChem)
